RORgamma inh: qHTS for inhibitors of ROR gamma transcriptional activity. Nuclear receptor ROR-gamma (Mus musculus), P51450. Drosophila S2 Gal4-RORgamma UAS-luciferase reporter, 20 h. Potency, µM (top dose mostly 53.6 µM), without a hit: top-dose activity change, negative = inhibition, actives largely listed as inhibitors. actives 5.4% (n = 310,000); also: potency is read from the fitted curve at half-maximal effect; % is scaled to controls: 0 for no effect and ±100 for the full control effect; nearly all actives have a fitted effect of over 60% in size
Target sequence (P51450 whole entry, looked up, the tested form may be a part): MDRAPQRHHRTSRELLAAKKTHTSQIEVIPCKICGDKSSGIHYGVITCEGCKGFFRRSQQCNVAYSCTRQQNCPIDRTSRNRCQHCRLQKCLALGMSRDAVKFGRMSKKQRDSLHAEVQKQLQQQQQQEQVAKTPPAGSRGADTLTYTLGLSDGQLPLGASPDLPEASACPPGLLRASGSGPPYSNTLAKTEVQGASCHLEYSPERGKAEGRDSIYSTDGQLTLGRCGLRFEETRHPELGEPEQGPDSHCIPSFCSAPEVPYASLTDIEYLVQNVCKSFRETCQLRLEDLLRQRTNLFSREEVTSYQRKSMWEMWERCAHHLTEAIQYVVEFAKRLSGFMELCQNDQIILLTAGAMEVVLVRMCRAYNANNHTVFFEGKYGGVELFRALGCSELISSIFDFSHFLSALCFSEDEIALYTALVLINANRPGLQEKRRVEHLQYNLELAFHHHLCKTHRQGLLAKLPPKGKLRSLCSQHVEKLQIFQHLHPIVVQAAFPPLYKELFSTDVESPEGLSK
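Schneider cells (Drosophila), stable Gal4 DBD–ROR gamma + UAS-luc; 1 hr cmpd preincubation; Cu2+ induction 700 uM final; 20 hr ambient; luminescence.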
Menin MLL FP TR: qHTS Assay for Inhibitors Targeting the Menin-MLL Interaction in MLL Related Leukemias: Competition With Texas Red Labeled MLL-derived Mutant Peptide; O00255; Menin + Texas Red MLL mutant peptide, fluorescence polarization; Potency, µM (top dose mostly 61.6 µM), for inactives: top-dose FP activity change, negative = inhibition, most hits filed as inhibitors; actives 0.23% (n = 270,000); active = well fitted inhibition curve with a large enough effect in the polarisation, with a control signal flat, not every such curve was filed as active; inconclusive = small, poorly fitted or top-dose-only effect, or effect the other way, or a change in a side signal; inactive = no such curve, though single readings can be large or run the other way; the % refers to the polarisation; also: potency is read from the fitted curve at half-maximal effect; % of control where 0% means no effect; many of its hits are not listed in these tables
NPC1 prom act: qHTS Assay for NPC1 Promoter Activators | Huh7 NPC1 promoter luciferase reporter, 24 h | Potency, µM (titrated, usually from 9.22 µM), for the others: top-dose activation, most hits filed as activators | actives 2.4% (n = 320,000) | AID 485313, 2010;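 also: potency is read from the fitted curve at half-maximal effect; % of control where 0% means no effect; nearly all actives have a fitted effect of over 60% in size; reporter is driven by a mutant NPC1 promoter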
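Compounds in DMSO were transferred onto Huh7 NPC1-luciferase reporter cells pre-incubated 2 h; after 24 h at 37 °C, Amplite reagent was dispensed and luminescence recorded 10 min later.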
Gal4-VP16 FLuc: VP16 counterscreen qHTS for inhibitors of ROR gamma transcriptional activity | AID 2546, 2010 | actives 3.5% (n = 310,000) | Drosophila S2 Gal4-VP16 UAS-luciferase, luminescence, 20 h | Potency, µM (highest dose often 53.6 µM), inactives show at the highest dose activity, negative = inhibition, hits mostly inhibitors;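 also: Gal4-VP16 expression switched on by copper sulfate through the metallothionein promoter; potency is read from the fitted curve at half-maximal effect; % is scaled to controls: 0 for no effect and ±100 for the full control effect; nearly all actives have a fitted effect of over 50% in size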
Mito fusion act: qHTS Assay for Small Molecule Inhibitors of Mitochondrial Division or Activators of Mitochondrial Fusion; Potency, µM (titrated, usually from 46.1 µM), for the others: top-dose growth rescue (activation), actives largely listed as activators; actives 0.23% (n = 320,000); S. cerevisiae fusion-defective mutant growth rescue, CellTiterGlo 48 h;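 also: potency is read from the fitted curve at half-maximal effect; % of control where 0% means no effect; nearly all actives have a fitted effect of over 45% in size; temperature-sensitive fusion mutants such as fzo1-1 at 37 °C on non-fermentable ethanol glycerol medium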
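S. cerevisiae fusion-defective temperature-sensitive mutants (e.g. fzo1-1, mgm1-5) grown 48 h at 37C in YPEG (ethanol/glycerol non-fermentable) medium with 23 nl compound per well; growth rescue read as CellTiterGlo luminescence.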
PKM2 activator: qHTS Assay for Activators of Human Muscle isoform 2 Pyruvate Kinase. Pyruvate kinase PKM (Homo sapiens), P14618. purified PKM2, Kinase-Glo ATP luminescence, activation; response scale: 0% is enzyme alone, no compound. Potency, µM (titrated, usually from 57.5 µM), without a hit: at the top dose activation, most hits filed as activators. actives 0.34% (n = 260,000). AID 1631, 2009; also: potency is read from the fitted curve at half-maximal effect; % is scaled to controls: 0 for no effect and ±100 for the full control effect; nearly all actives have a fitted effect of over 55% in size
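Kinase-Glo luminescence reports ATP generated from ADP (0.1 mM) and PEP (0.5 mM) by purified hPK-M2 after 1 h at room temperature, pH 7.2 imidazole buffer; intermediate enzyme activity allows detecting inhibitors and activators.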
MBNL1-CUG inh: qHTS Assay for Inhibitors of MBNL1-poly(CUG) RNA binding; AID 2675, 2010; actives 0.036% (n = 280,000); TR-FRET MBNL1-His/biotin-(CUG)12 binding, 665/545 ratio; Potency, µM (top dose mostly 57.5 µM), for the others: at the top dose activity change, negative = inhibition, hits mostly inhibitors; active = well fitted inhibition curve with a large enough effect in the signal ratio, with a control signal flat, not every such curve was filed as active; inconclusive = small, poorly fitted or top-dose-only effect, or effect the other way, or a change in a side signal; inactive = no such curve, though single readings can be large or run the other way; the % refers to the signal ratio; also: potency is read from the fitted curve at half-maximal effect; % is scaled to controls: 0 for no effect and ±100 for the full control effect
Target sequence (Q9NR56 whole entry, looked up): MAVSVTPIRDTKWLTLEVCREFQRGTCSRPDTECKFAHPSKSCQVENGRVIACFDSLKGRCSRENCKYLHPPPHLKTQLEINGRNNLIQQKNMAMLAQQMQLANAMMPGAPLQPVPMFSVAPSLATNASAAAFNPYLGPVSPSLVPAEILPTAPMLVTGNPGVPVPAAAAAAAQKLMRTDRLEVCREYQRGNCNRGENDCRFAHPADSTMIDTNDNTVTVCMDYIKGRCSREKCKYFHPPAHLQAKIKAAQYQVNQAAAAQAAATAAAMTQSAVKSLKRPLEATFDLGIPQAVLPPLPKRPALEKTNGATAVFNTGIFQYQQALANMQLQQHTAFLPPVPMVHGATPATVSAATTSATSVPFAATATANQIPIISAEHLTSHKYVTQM
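TR-FRET readout: Ex 340 nm, 665/545 nm emission ratio, normalized to buffer-only (basal) and MBNL1-(CUG)12 controls. Complex of MBNL1-His with Biotin-(CUG)12, compounds 92 nM–58 uM, incubated 60 min at room temperature.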
ELG1 repair inh: qHTS screen for small molecules that inhibit ELG1-dependent DNA repair in human embryonic kidney (HEK293T) cells expressing luciferase-tagged ELG1. HEK293T ELG1-luciferase reporter, luminescence, 16 h; DNA damage induced by 5-fluorouridine. Potency, µM (doses to about 46.1 µM), without a hit: at the top dose activity change, negative = inhibition, usual class: inhibitors. actives 2.3% (n = 330,000); also: potency is read from the fitted curve at half-maximal effect; % is scaled to controls: 0 for no effect and ±100 for the full control effect; nearly all actives have a fitted effect of over 55% in size
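Luminescence from the luciferase reporter, measured 30 min after ONE-Glo reagent at room temperature, was the read-out. Beforehand, 2,000 cells per well were exposed for 16 hr at 37 °C to 5-fluorouridine together with compound or vehicle.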
KCNH2 3.1 block: qHTS for Inhibitors of KCHN2 3.1: Mutant qHTS; activity change, % (tested at about 1.8 µM); actives 0.95% (n = 340,000); U2OS KCNH2 3.1, thallium flux FluxOr; stronger effect = lower value; Potassium voltage-gated channel subfamily H member 2, brain isoform KCNH2 3.1 (human);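 active = maximum activity change below -70%; inconclusive = maximum activity change from -70% to -50%; inactive = maximum activity change above -50%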;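 also: thallium influx rate constant from kinetic fluorescence after stimulation buffer; % is scaled to controls: 0 for no effect and ±100 for the full control effect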
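Thallium flux read-out: FluxOr dye with Red40 quencher in HBSS/HEPES, 45 min at RT. Rate constants from kinetic reads were normalized to positive and negative DMSO controls. Cells: U2OS virally expressing the 3.1 isoform.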
FLuc modulator: qHTS profiling assay for firefly luciferase inhibitor/activator using purifed enzyme and Km concentrations of substrates (counterscreen for miR-21 project). AID 588342, 2011. Potency, µM (doses to about 57.5 µM), inactives show at the top dose activity change, negative = inhibition, actives largely listed as inhibitors. Luciferin 4-monooxygenase (Photinus pyralis), P08659. purified FLuc, Km substrates, luminescence inhibition. actives 6.9% (n = 360,000);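 also: potency is read from the fitted curve at half-maximal effect; plate controls were vehicle for no effect and reference inhibitor for full effect; nearly all actives have a fitted effect of over 55% in size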
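Purified P. pyralis luciferase (10nM final) with 10uM D-luciferin and 10uM ATP (Km levels) in 50mM Tris acetate pH 7.5, 10mM Mg acetate, 0.01% Tween-20, 0.05% BSA; qHTS 6-point titration, ~60 µM downward; luminescence read.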
Rab9 promoter act: qHTS Assay for Rab9 Promoter Activators. Huh7 Rab9 promoter-luciferase reporter, luminescence, 24 h. Potency, µM (highest dose often 9.22 µM), without a hit: top-dose activation, negative = inhibition, actives largely listed as activators. actives 2.8% (n = 320,000); also: potency is read from the fitted curve at half-maximal effect; % of control where 0% means no effect; nearly all actives have a fitted effect of over 60% in size
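Luciferase signal after 10 min detection reagent at ambient indicates Rab9 promoter upregulation; stably transfected Huh7 cells were treated 24 h with compound in DMSO at 37 °C, 5% CO2.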
* hit, by the source's call; ? = inconclusive; / = no result given; & = joins results of further samples; [ ] = remark or other dose. Unless noted, calls follow the shape of the dose curve; as a rule, active = well fitted curve in the direction sought with a large enough effect; inconclusive = small, poorly fitted or top-dose-only effect, or another doubt; inactive = no such curve, though single readings can be large; an effect the other way counts as inactive or inconclusive. This is a subset, so the mix of outcomes need not match the whole.

SMILES	RORgamma inh	Menin MLL FP TR	NPC1 prom act	Gal4-VP16 FLuc	Mito fusion act	PKM2 activator	MBNL1-CUG inh	ELG1 repair inh	KCNH2 3.1 block	FLuc modulator	Rab9 promoter act
CC1CN(C(=O)CCC(=O)NCc2ccccc2Cl)c2ccccc2S1 (stereo unspecified)	0.8%	-1.1%	-7.1%	1.7%	3.7%	-1.2%	-6.8%	2.8%	4.9	?	8.9%
COc1ccc2c(c1OC)C(=O)OC2Nc1nc(-c2cc3cc([N+](=O)[O-])ccc3oc2=O)cs1 (stereo unspecified)	38.6%	?	-0.9%	-15.8%	4.8%	-3.9%	?	?	-15.2	?	-3.5%
CCCCCc1c(C)nc(SCC(=O)O)[nH]c1=O	-14.3%	6.8%	-0.8%	-1.9%	-5.0%	-9.4%	4.8%	8.6%	10.6	1.7%	-17.3%
COc1ccc2cc(CCNC(=O)CC(C)(C)C)c(=O)[nH]c2c1	2.9%	0.0%	5.8%	4.6%	-3.0%	0.0%	0.9%	11.5%	0.6	3.2%	11.1%
COc1ccc(N2C(=O)CC(NCCNc3ccc([N+](=O)[O-])cn3)C2=O)cc1 (stereo unspecified)	15.8%	15.2%	2.1%	-2.6%	3.2%	21.7%	/	1.9%	-15.1	6.3%	-2.5%
C=CCNc1nc(Cl)nc(Nc2ccc(OC)cc2)n1	-0.1%	/	-6.3%	-7.7%	-2.3%	-1.0%	-21.9%	16.7%	15.5	1.5%	-1.0%
Cc1sc2ncnc(OCC(=O)N3CC(=O)Nc4ccccc43)c2c1C	0.6%	1.0%	-1.0%	3.9%[10 µM]	-11.5%	-20.0%	0.0%	27.3%	-5.3	-4.3%	-3.8%
CC1CCN(CCNC(=O)CCS(=O)(=O)c2ccc(Br)cc2)CC1	28.3%	2.4%	0.9%	3.8%	-8.9%	8.9%	-0.5%	9.3%	-8.2	1.1%	-0.2%
CCOC(=O)C1=C(C)OC2(O)c3ccccc3C(=O)C12O (stereo unspecified)	-14.4%	/	-4.5%	-0.2%	-4.3%	15.5%	-3.6%	-1.9%	5.4	6.6%	-12.0%
O=C(O)C(c1ccccc1)N1CCCC1 (stereo unspecified)	2.3%	39.6%	-3.2%	-5.2%	-5.0%	0.9%	2.2%	4.5%	-6.0	6.7%	-2.2%
Cn1c2ccccc2c(=O)c2c(=O)n(C3CCCCC3)c(-c3cccs3)nc21	4.0%	/	-0.4%	-3.3%	6.1%	9.4%	1.5%	0.5%	0.0	4.3%	-2.1%
O=S(=O)(c1ccccc1)N(CC(O)CN1CCCCC1)c1ccccc1 (stereo unspecified)	-44.4%	-25.9%	4.2%	-11.0%	1.6%	-6.4%	-0.5%	9.0%	-0.2	-0.6%	-1.1%
Clc1ccc2oc(-c3cccnc3NCc3ccccc3)nc2c1	-2.2%	3.2%	-3.5%	0.4%	16.9%	3.6%	-1.4%	-10.4%	-1.3	-1.9%	-5.9%
O=S(=O)(/N=C(/Nc1ccccn1)c1ccccc1)c1ccc(F)cc1	11.9%	8.3%	-0.9%	11.7%	-2.6%	/	-6.2%	?	?	1.5%	1.2%
O=C(C1CCCN(S(=O)(=O)c2cccc3nonc23)C1)N1CCN(c2cccc(Cl)c2)CC1 (stereo unspecified)	8.6%	0.2%	0.7%	-0.1%	-0.8%	-4.4%	25.3%	?	25.2	-0.9%&-1.4%	0.6%
CSc1ccc(CNC(=O)C2Cc3cc(S(=O)(=O)N4CCCCC4)ccc3N2C(C)=O)cc1 (stereo unspecified)	?	/	1.8%	?	4.5%	/	-1.0%	-17.4%	1.4	-6.1%	0.9%
O=C(NCCOc1ccc(F)cc1)C1CCC(=O)N(CCCN2CCCC2=O)C1 (stereo unspecified)	-7.5%	15.5%	-0.8%	6.5%	-9.0%	/	9.0%	?	8.8	2.9%	-0.9%
CCOC(=O)c1c(NC(=O)C2=C(C)NC(=S)NC2c2ccc(CC)cc2)sc(C)c1C (stereo unspecified)	3.55µM*	-4.3%	-6.0%	7.94µM*	25.9%	5.5%	18.1%	6.51µM*	/	1.6%	-7.9%
CCN(CC)CCNc1nc(-c2ccc(OC)cc2)c(-c2ccc(OC)cc2)s1	?	/	-3.9%	-9.7%	-0.1%	-7.1%	3.0%	-2.4%	-29.9	1.0%	-1.9%
Cc1nn(-c2ccccc2C(=O)O)c(=O)c2ccccc12	6.5%	27.7%	-1.1%	8.2%	-0.6%	-0.9%	2.6%	24.5%	/	-3.0%	-1.8%
NC(=O)c1ccc(Oc2ccc(Cl)c3ccccc23)c([N+](=O)[O-])c1	0.1%	20.1%	-2.6%	10.1%	0.1%	6.0%	6.7%	-2.2%	-9.8	3.0%	-6.8%
CC(C)CCNC(=O)c1c[nH]c2ccc(S(=O)(=O)N3CCC4(CC3)OCCO4)cc2c1=O	?	-1.4%	1.0%	-9.4%	-11.6%	6.4%	-8.7%[11.5 µM]	?	-18.7	1.0%	2.3%
CCc1ccc(N2CC(O)=C(c3nc4ccccc4c(=O)[nH]3)C2=N)cc1	-11.2%	-7.4%	-5.7%	6.4%	1.0%	-1.6%	2.1%	3.2%	7.4	0.3%	-1.5%
Cc1ccc(F)cc1NC(=O)N1CCCN(c2ccc(C(F)(F)F)cn2)CC1	12.1%	/	-7.6%	9.4%	4.2%	-8.4%	-0.5%	5.17µM*	4.7	1.1%	-22.6%
COc1ccc(CCNC(=O)c2cc(-c3ccc(C)cc3O)n[nH]2)cc1OC	-13.6%	23.1%	-2.6%	0.5%	-2.4%	-5.5%	-13.0%	-25.0%	-6.5	-0.6%	2.4%
CCOC(=O)Cn1c(C(=O)OCC)cc2sccc21	35.1%	-7.6%	4.9%	0.1%	-0.9%	-6.9%	-1.4%	2.9%	-21.1	-1.8%	0.9%
Cc1nc2ccc(S(=O)(=O)NC(C(=O)NCc3ccco3)C(C)C)cc2s1 (stereo unspecified)	0.1%	-8.7%	-0.1%	-0.1%	0.5%	2.1%	-16.4%	0.5%	1.6	-5.1%	-1.2%
CCC1Oc2ccccc2N(CC(=O)NCCCN2CCN(CC)CC2)C1=O (stereo unspecified)	1.8%	/	3.4%	6.8%	-1.3%	/	-2.2%	-4.2%	-9.8	0.7%	-0.9%
COC(=O)c1sc(S(=O)(=O)N2CCN(c3ccccc3)CC2)c(C(=O)OC)c1C	?	11.7%	-0.3%	-0.8%[0.365 µM]	6.3%	2.8%	-2.7%	-24.3%	-5.0	2.9%	-2.4%
O=C(Nc1ccc(Cl)cc1Cl)Nn1cnnc1	2.8%	/	-2.4%	-5.6%	-1.5%	-0.5%	-21.8%	3.7%	20.0	-0.1%	5.6%
COc1cccc2cc(-c3nnc(SCC(=O)Nc4nc(C)cs4)n3C)oc12	10.6%	?	-3.6%	4.9%	-0.8%	-13.1%	-5.1%	?	1.4	-16.9%	0.2%
Cc1cc(C)cc(C(=O)OCC(=O)Nc2cccc(S(=O)(=O)NC3=NCCCCC3)c2)c1	?	8.2%	-3.8%	?	-9.9%	2.9%	/	?	-0.7	-4.6%	-4.6%
CCc1cc(=O)oc2c(C)c(OCC(=O)NCCCN3CCCC3=O)ccc12	-6.1%	-1.1%	1.0%	4.1%	-2.3%	/	-6.5%	1.9%	-3.7	2.1%	-2.2%
Cc1cc(NC(=O)COC(=O)c2ccc(S(=O)(=O)N3CCCc4ccccc43)cc2)no1	-0.6%	16.1%	-25.4%	-6.2%	-4.9%	3.6%	-3.4%	?	3.2	1.7%	9.4%
CN(C)C(=O)C1OC(C)(C)OC1C(=O)N(C)C (stereo unspecified)	9.5%	-2.6%	-0.8%	5.9%	-0.1%	-1.6%	-5.5%	11.3%	-7.2	3.4%	-3.8%

Source: PubChem BioAssay (National Center for Advancing Translational Sciences (NCATS))
